Source: PubChem (several laboratories)
FAS TE block: FAS thioesterase domain inhibitors, primary screen, biochemical, fluorescence intensity, uHTS | inhibition, % at 15 µM | Fatty acid synthase (Homo sapiens), P49327 | recombinant FAS-TE, OMFH fluorogenic substrate, fluorescence endpoint | AID 602261, 2012 | 360,000 tested, 0.67% active;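 active means compounds whose normalised, plate-corrected inhibition of enzyme fluorescence in the single-dose primary screen is 50% or more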;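 further: 0% = DMSO with enzyme and 100% = substrate without enzyme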
Rpn11 inh: Rpn11 (PSMD14) deubiquitinase inhibitors, primary screen, biochemical, fluorescence polarization, uHTS; 26S proteasome non-ATPase regulatory subunit 14 (Homo sapiens), O00487; human 26S proteasome, Ub4-pepOG fluorescence polarization; 20S core pre-blocked with epoxomicin; calls only at 20 µM; 360,000 tested, 0.59% active;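 active means inhibition at 20 µM, scaled to each plate's controls, above about 33%, limit read from the data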
PABP1 MLLE inh: inhibitors of PABP1 MLLE–PAM2 peptide binding, primary screen, biochemical, fluorescence polarization, FITC-PAM2, GST-MLLE; Polyadenylate-binding protein 1 (Homo sapiens), P11940; inhibition, % at 20 µM; 360,000 tested, 0.36% active; AID 588489, 2011; in the data active means inhibition above about 35%, passing the limit was not always enough;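 further: plate controls were DMSO wells with GST-MLLE for no effect and wells lacking GST-MLLE protein for full effect; some results filed as inactive read as strong as hits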
MsrA act: bovine MsrA enzyme activators, primary screen, biochemical, absorbance, HTS; Methionine sulfoxide reductase A (Bos taurus); purified bovine MsrA, absorbance read-out; activation, % at 10.6 µM; 360,000 tested, 0.3% active; AID 602163, 2012; in the data active means activation above about 7.5%;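 further: 0% = vehicle and 100% = reference activator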
E coli Lon inh: inhibitors of E. coli Lon protease, primary screen, biochemical, fluorescence polarization | purified E. coli Lon protease | P0A9M0 | AID 602123, 2011 | 360,000 tested, 0.42% active | inhibition, % at 7.94 µM; in the data active means inhibition above about 13%, passing the limit was not always enough;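 further: 0% = enzyme with probe and DMSO and 100% = no enzyme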
MT1-MMP act inh: blockers of MT1-MMP proenzyme processing, primary screen, HT1080 RFP-PRO-GFP cells, GFP/RFP fluorescence. GFP/RFP ratio fluorescence, overnight; percent of plate control window, DMSO zero. 360,000 tested, 0.061% active. GFP/RFP ratio change, % at 20 µM;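 active means GFP/RFP ratio change of at least 30% with cell ATP level not reduced by more than half and red fluorescence within 50% of control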; further: strong numbers were not always called active
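Read-out: GFP/RFP fluorescence ratio; Test system: RFP-PRO-GFP reporter HT1080 cells; Compound dosing: single-point 20 µM compound, 1% DMSO; Times: overnight compound exposure at 37 °C.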
CSN deneddyl inh: inhibitors of CSN-mediated cullin deneddylation, primary screen, biochemical, fluorescence polarization, uHTS; 360,000 tested, 0.38% active; AID 651999, 2013; COP9 signalosome complex subunit 5 (Homo sapiens), Q92905; inhibition, % at 12.5 µM; Purified CSN, SCF-Nedd8-OG deneddylation;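 active means pattern-corrected inhibition above about 35%, with an unprinted fluorescence ratio check between 0.5 and 1.5, limit read from the data, passing the limit was not always enough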;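 further: 0% = enzyme with substrate and 100% = substrate without enzyme; some results filed as inactive read as strong as hits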
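assay system = purified human Csn5 enzyme expressed in HEK293T cells | amount = 0.24 nM enzyme | buffer or medium = Tris/NaCl/DTT buffer, pH 7.5 | reagent = 10 nM SCFSkp2-Nedd8OG | compound = one concentration, 12.5 µM, 0.25% DMSO | times = 90 min reaction at room temperature | signal = FP | read-out basis = % inhibition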
Rin1 Abl inh: inhibitors of Rin1-Abl protein binding, primary screen, biochemical, TR-FRET; Tyrosine-protein kinase ABL1 (Homo sapiens) + Ras and Rab interactor 1 (Homo sapiens), …; inhibition, % at 7.35 µM; 360,000 tested, 0.4% active; in the data active means inhibition above about 5%, passing the limit was not always enough
MsrA inh: bovine MsrA enzyme inhibitors, primary screen, biochemical, absorbance, HTS | AID 651718, 2012 | Methionine sulfoxide reductase A (Bos taurus) | purified bovine MsrA, absorbance read-out | 360,000 tested, 0.75% active | inhibition, % at 15.5 µM; in the data active means inhibition above about 4.5%;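 further: 0% = vehicle wells with enzyme and 100% = reference inhibitor wells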
* hit, by the source's call; i = inactive; . = not tested or not shown.

SMILES	FAS TE block	Rpn11 inh	PABP1 MLLE inh	MsrA act	E coli Lon inh	MT1-MMP act inh	CSN deneddyl inh	Rin1 Abl inh	MsrA inh
CCC(=O)NC1=C(Cl)C(=O)C(NC(=O)CC)=C(Cl)C1=O	-0.7	i	36.7	-4.1	4.5	3.4	-0.8	2.5	2.4
COc1ccc(C(=O)OCC(=O)c2cc(OC)ccc2OC)c(OC)c1	10.2	i	-1.2	-1.0	-12.6	-1.0	-2.1	-0.6	1.8
Nc1cc(=O)[nH]c(SCc2nnc(-c3ccccc3)o2)n1	-7.8	i	23.5	-0.5	-7.9	5.0	-2.9	2.1	-1.3
Cc1nc(Cc2nnc(SC(C)C(=O)N3c4ccccc4NC(=O)C3(C)C)o2)cs1 (stereo not given)	-8.8	i	-11.3	-1.8	0.2	0.9	0.7	2.9	0.2
O=C(Nc1cccnc1)c1ccc(S(=O)(=O)N2CCCCCC2)cc1	-5.0	i	-14.1	-7.2	2.3	1.0	-1.7	3.1	0.2
Cc1c(NS(=O)(=O)c2ccc(Cl)c(C(=O)OC(C)C(=O)N3CCOCC3)c2)c(=O)n(-c2ccccc2)n1C (stereo not given)	-0.3	i	-7.2	0.1	1.1	-1.0	-3.7	0.0	1.8
COc1cccc(CNC(=O)c2ccc(C)c(S(=O)(=O)N3CCOCC3)c2)c1	-1.6	i	4.1	0.0	-15.9	2.5	3.5	-0.7	0.9
O=S(=O)(c1ccc(Cl)cc1)N1CCC(O)(c2cccnc2)CC1	-3.2	i	-12.6	-4.5	-6.5	5.7	2.5	2.5	0.3
COc1ccc(C(=O)OCC(=O)N2CCOCC2)cc1S(=O)(=O)N1CCOCC1	-7.0	i	2.8	-1.5	-4.0	0.1	3.6	1.0	-0.1
COc1ccc(N2CCN(c3ccc(Cl)nn3)CC2)cc1	-1.1	i	-2.3	0.6	-2.3	-1.4	9.1	-0.3	0.5
CCOc1ccc(CN2CCCC(N3CCN(c4ccc(OC)cc4)CC3)C2)cc1 (stereo not given)	-3.1	i	-5.3	-1.1	-4.3	4.6	-0.6	-0.5	0.4
N/C(=N\c1nc2c(c(=O)[nH]1)CCC2)Nc1ccccc1	-2.1	i	-0.2	-1.4	0.7	3.3	3.6	-2.0	0.4
CC(NC(=O)COC(=O)CCc1ccc(S(=O)(=O)N2CCOCC2)cc1)C1CC2CCC1C2 (stereo not given)	10.0	i	-2.6	-14.1	-15.9	0.7	-2.4	2.9	-0.6
COC(=O)c1[nH]c2cc(OC)c(OC)cc2c1NC(=O)c1cccc(OC)c1	-4.6	i	-1.2	-8.2	-15.3	4.6	-0.4	-0.9	0.9
CCOCc1cc(C2NC(=O)NC(C)=C2C(=O)OCC)ccc1OC (stereo not given)	-5.3	i	-7.3	-2.0	4.2	4.8	8.9	-1.6	-0.2
CC(=O)Nc1ccc(NC(=O)C2CCCCC2C(=O)O)cc1 (stereo not given)	-7.2	i	7.4	-0.5	-13.8	4.2	-0.9	-1.7	-0.3
CCOc1ccc(CCNC(=O)COC(=O)COc2ccc(Cl)cc2)cc1OCC	-6.9	i	-6.7	1.3	8.8	1.4	2.3	0.6	1.1
Cc1nc(/C=[N+](\[O-])C(C)(C)/C=N/O)n(O)c1C	2.4	i	8.6	-5.8	-8.9	1.1	1.4	-1.4	6.7*
Cc1ccc(C)c(S(=O)(=O)NC(CCC(N)=O)C(=O)O)c1 (stereo not given)	-9.5	i	2.0	-1.1	1.3	0.1	-1.5	2.1	0.3
O=C1NC(SCCCF)=N/C1=C/c1ccc(-n2cncn2)cc1	-2.2	i	-109.0	-5.6	-10.7	-7.7	4.2	-3.7	0.5
CC1CCCN(CCOCCOc2ccccc2-c2ccccc2)C1 (stereo not given)	-10.1	i	-9.7	-0.4	10.4	-11.7	-5.3	-0.1	-0.6
CN1CCN(c2nc(-c3ccccc3)nc3c2oc2ccccc23)CC1	11.3	i	-7.8	-2.2	5.4	-7.7	2.9	-0.1	-0.1
CC(C)c1ccc(/C=C2\SC(=O)N(CC(=O)NC3C=CS(=O)(=O)C3)C2=O)cc1 (stereo not given)	-4.7	i	14.8	-5.0	-6.5	3.8	10.2	-1.6	2.6
Cc1nc2ccccc2n1C1CCN(CC(=O)Nc2ccccc2Br)CC1	11.5	i	11.0	-11.5	-2.8	-1.6	0.7	0.8	-1.0
Cc1c(C(=O)N2CCN(C(=O)c3ccccc3)CC2)oc2ccc(F)cc12	-8.1	i	-45.6	1.2	-6.2	-4.9	0.8	0.0	-0.1
S=C(Nc1cccc(Cl)c1Cl)NC1CCN(Cc2ccccc2)CC1	0.6	i	20.1	-0.4	1.4	1.7	-1.6	-0.2	-0.9
COc1ccc(C/C(O)=C(\C#N)c2nc3ccccc3[nH]2)cc1OC	1.2	i	4.3	-9.8	-0.8	4.7	4.4	-1.6	1.1
O=C(c1ccco1)N1CCN(C(=O)c2sccc2-c2ccccc2)CC1	-1.2	i	-4.2	2.6	-7.9	1.0	-2.1	-1.3	-1.0
COc1ccc(/C=C/C(=O)Nc2ccccc2C(F)(F)F)cc1	-8.3	i	-12.7	-1.7	-22.3	0.9	0.3	-1.4	-0.5
O=C(CSc1ncccn1)NN=C1CCCCCCC1	-4.2	i	-3.7	2.6	4.8	3.7	1.2	-2.5	1.0
CCC1NC(=S)NC(C)=C1C(=O)c1ccccc1 (stereo not given)	-1.0	i	-121.2	-2.0	-5.7	2.0	-1.9	-0.7	1.7
CCc1[nH]nc2c1C1(CCOC1C)C(C#N)=C(N)O2 (stereo not given)	-6.7	i	-5.3	-2.5	-1.2	11.2	2.9	-1.2	-0.6
COc1ccc(CCC(=O)N2CCN(S(=O)(=O)c3ccc(OC)c([N+](=O)[O-])c3)CC2)cc1	-1.5	i	0.5	-3.1	-8.8	5.0	-7.0	-0.5	0.2
COC(=O)C1=C(C)NC=C([N+](=O)[O-])C1c1ccc(OC)cc1 (stereo not given)	-2.8	i	-14.3	-4.3	-4.8	4.4	3.7	-8.1	0.7
Cc1cccc(NC(=O)c2ccc3nc(N4CCOCC4)sc3c2)c1C	-5.9	i	3.0	-6.2	-2.1	2.5	2.3	2.1	-0.6
CC[C@]12c3[nH]c4ccccc4c3CCN1C(=O)C(CC(=O)NCc1ccco1)C[C@@H]2C(=O)N1CCN(C(=O)c2ccco2)CC1 (stereo not given in full)	-2.6	i	1.1	-4.2	0.8	-0.4	-5.1	0.8	0.7
Cc1ccc2sc(N(CCCN(C)C)C(=O)c3ccc(Br)s3)nc2c1C	14.9	i	2.9	-3.3	1.9	-5.4	-1.1	-4.2	-0.9
O=C(O)c1cccc2c1C(=O)N(c1ccc3c(c1)Cc1ccccc1-3)C2=O	-10.1	i	18.9	-2.9	-6.8	5.7	0.0	-0.1	0.3
COc1cccc(O)c1CN1CCC(C(=O)Nc2ccc(Oc3cccnc3)cc2)CC1	-4.7	i	-7.2	-3.9	-8.0	2.1	3.4	-0.2	0.5
CCN(CC)CCN1C(=O)c2oc3ccccc3c(=O)c2C1c1ccc(F)cc1 (stereo not given)	-9.0	i	-4.3	-2.3	-3.1	-0.2	-0.7	1.4	-1.2
O=c1[nH]c2ccc(S(=O)(=O)NCCO)cc2[nH]1	-2.1	i	8.5	0.1	1.3	-0.2	-1.1	2.6	0.2
O=C(Oc1ccc(-c2nnco2)cc1)c1ccco1	2.1	i	2.0	-8.5	6.2	5.8	5.7	4.9	0.0
Cc1ccc(OCC(O)CN2CCCC2)cc1 (stereo not given)	-6.1	i	-4.8	-1.9	-8.0	1.2	0.1	1.2	-0.4
CNCC(O)CN1CCN(c2ccccc2OC)CC1 (stereo not given)	-4.0	i	-8.5	-1.0	10.8	9.5	-9.1	0.2	1.0
CC(C)(C)c1ccc(C(=O)NCCC(=O)NCc2cccs2)cc1	-0.2	i	5.4	-3.2	2.6	-0.4	1.1	4.9	-0.2
Cc1nc(SCc2nc3ccccc3[nH]2)c2oc3cc([N+](=O)[O-])ccc3c2n1	31.9	i	-46.5	-0.1	-4.2	1.3	1.8	2.1	0.3
COc1ccc(OC(C)C(=O)N2CC(C)OC(C)C2)cc1 (stereo not given)	-4.8	i	-2.6	-0.8	-0.3	17.9	-3.6	5.0	0.0
Cc1ccc(CNC(=O)CSCc2ccccc2F)cc1	6.8	i	0.9	-3.4	-1.8	0.8	-0.6	0.7	1.1
Cn1cccc1C(C#N)c1cccc(F)c1C#N (stereo not given)	-1.6	i	-10.2	-2.9	-7.0	4.6	-6.9	0.6	0.4
CCOc1nc(NCCO)nc(Nc2cc(Cl)ccc2OC)n1	-7.6	i	-5.3	-7.8	-2.9	2.3	3.1	-3.4	-0.8
Cc1ccccc1CS(=O)(=O)Cc1ccc(C(=O)NCCCN2CC(C)CC(C)C2)o1 (stereo not given)	-8.6	i	8.1	-3.4	4.5	2.4	2.1	-1.2	-0.2
O=C(CC12CC3CC(CC(C3)C1)C2)NCc1ccc(F)cc1	0.2	i	-9.4	-2.6	-8.1	-2.1	3.6	2.8	0.2
O=C(NCCc1cn2ccsc2n1)C1CCCCC1	-4.6	i	0.7	-2.9	-12.5	-1.1	0.4	1.0	-0.3
Cc1ccc(NS(=O)(=O)c2ccc3[nH]c(=O)[nH]c3c2)c(C)c1	0.0	i	-4.7	0.1	-6.2	-1.4	0.8	3.4	1.4
Cc1ccc(S(=O)(=O)Nc2ccccc2CNc2ncc(Br)cc2Br)cc1	32.2	i	4.3	-2.8	-8.7	-8.7	0.8	4.3	-0.3
CCCN(CC(=O)Nc1ccccc1C)C(=O)c1ccc(-c2ccc(C(C)=O)cc2)o1	3.3	i	4.8	-5.4	-7.4	2.1	-4.1	1.0	.
CCC(=O)Nc1ccc(N2CCC(C)CC2)cc1	-8.4	i	-31.7	-1.6	1.9	6.7	5.2	-3.4	-0.4
